# Screening results deposited in PubChem by National Center for Advancing Translational Sciences (NCATS).
# TDP-43 yeast inh – qHTS of TDP-43 Inhibitors; TDP-43 expressing yeast growth rescue, BacTiter-Glo, 24 h; Potency, µM (top dose mostly 46.1 µM), inactives show at the highest dose growth rescue (activation), hits mostly activators; hit rate 1.8% among 410,000; AID 652104, 2013; further: potency means the concentration at half of the fitted maximal effect; % of control where 0% means no effect; nearly all actives have a fitted effect of over 50% in size
#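 Yeast expressing TDP-43 (pregrown in raffinose, seeded at OD600=0.02 in galactose medium) exposed to compounds 24 hr at 30 deg C. Growth read by BacTiter-Glo luminescence; rescue of toxicity appears as increased signal.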
# aSyn yeast inh – qHTS of alpha-syn Inhibitors. Yeast expressing alpha-synuclein, growth rescue, BacTiter-Glo, 24 h. hit rate 0.14% among 370,000. Potency, µM (top dose mostly 46.1 µM), without a hit: at the top dose growth rescue (activation), hits mostly activators. AID 652106, 2013; further: potency means the concentration at half of the fitted maximal effect; % of control where 0% means no effect; nearly all actives have a fitted effect of over 65% in size
#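 Readout is rescue of growth in alpha-synuclein-expressing yeast, so inhibitors of toxicity appear as activators. Growth after 24 hr at 30 deg C in galactose medium is quantified by luminescence.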
# GLP1R inv ag – qHTS of GLP-1 Receptor Inverse Agonists (Inhibition Mode). HEK293 GLP-1R CRE-luciferase, luminescence, 24 h; GLP-1R form is constitutively active. Potency, µM (series often up to 38.3 µM), for inactives: at the top dose activity change, negative = inhibition, actives largely listed as inhibitors. hit rate 1.6% among 410,000; further: potency means the concentration at half of the fitted maximal effect; on the % scale 0 is the no-effect control and ±100 the full control effect; nearly all actives have a fitted effect of over 55% in size
# Target sequence (P43220 whole entry, looked up): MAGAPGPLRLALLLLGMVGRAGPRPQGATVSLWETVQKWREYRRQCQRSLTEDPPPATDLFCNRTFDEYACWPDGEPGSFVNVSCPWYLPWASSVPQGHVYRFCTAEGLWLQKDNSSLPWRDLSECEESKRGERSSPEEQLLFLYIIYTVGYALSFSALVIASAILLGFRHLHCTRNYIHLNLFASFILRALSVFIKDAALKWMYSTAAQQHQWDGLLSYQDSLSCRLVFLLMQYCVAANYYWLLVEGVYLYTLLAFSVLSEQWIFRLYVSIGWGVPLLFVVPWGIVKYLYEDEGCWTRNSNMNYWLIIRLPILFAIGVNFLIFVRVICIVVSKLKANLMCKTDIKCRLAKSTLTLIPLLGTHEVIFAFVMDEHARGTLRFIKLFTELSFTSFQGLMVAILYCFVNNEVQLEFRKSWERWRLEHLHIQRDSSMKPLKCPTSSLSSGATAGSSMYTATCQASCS
#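 HEK293 cells stably co-expressing a cAMP-responsive luciferase reporter and constitutively active GLP-1R were seeded, incubated 12 h, then exposed to compounds for 24 h at 37 C. Luminescence was read 12 min after detection reagent; inverse agonists lower signal.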
# Abeta rescue – qHTS for compounds that reverse cellular toxicity of Amyloid beta (A-beta) peptide in yeast: Primary Screen | yeast expressing A-beta42, growth rescue, OD600, 48 h; response scale: 0% DMSO, 100% iron-clioquinol control | Potency, µM (doses to about 46.1 µM), inactives show at the top dose growth rescue, hits mostly activators | hit rate 0.063% among 410,000; further: potency means the concentration at half of the fitted maximal effect; nearly all actives have a fitted effect of over 55% in size
#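 Yeast growth medium received pinned compounds, then yeast cells expressing toxic A-beta were added; plates incubated at 30 C for 48 hr. Growth read as absorbance at 600 nm, normalized to DMSO and equimolar FeCl3 plus clioquinol controls.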
# GLP-1R agonist – qHTS of GLP-1 Receptor Agonists. Glucagon-like peptide 1 receptor (Homo sapiens), P43220. HEK293 GLP-1R CRE-luciferase, luminescence, 4-6 h; cells express a hypersensitive GLP-1R form. Potency, µM (top dose mostly 45.6 µM), inactives show top-dose activation, actives largely listed as activators. hit rate 0.007% among 380,000. AID 624172, 2012; further: potency means the concentration at half of the fitted maximal effect; % of control where 0% means no effect
# FUS yeast rescue – qHTS for Suppressors of FUS Proteinopathy: Primary screen using FUS-linked yeast assay; AID 1347120, 2019; S. cerevisiae FUS-expressing, growth rescue, OD600, 24 h; hit rate 0.24% among 390,000; Potency, µM (doses to about 76.6 µM), without a hit: top-dose growth rescue (activation), usual class: activators;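 further: potency means the concentration at half of the fitted maximal effect; plate controls were DMSO vehicle for no effect and reference control for full effect; nearly all actives have a fitted effect of over 55% in size; some results filed as inactive show a strong effect at the top dose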
#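 Galactose (2%) drives FUS expression in yeast precultured in raffinose; seeding density OD 0.005. Test compounds incubated 24hr at 30C and 99% humidity before absorbance at 600 nm was measured.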
# PTHR1 agonist – qHTS for PTHR1 Agonists: Primary Screen; Parathyroid hormone/parathyroid hormone-related peptide receptor (Homo sapiens), Q03431; HEK293 GP2 PTHR1 cells, GloSensor cAMP luminescence, 1 h; Potency, µM (highest dose often 115 µM), without a hit: at the top dose activation, most hits filed as activators; hit rate 0.075% among 410,000; further: potency means the concentration at half of the fitted maximal effect; nearly all actives have a fitted effect of over 55% in size; some results filed as inactive show a strong effect at the top dose; inactives centre near -15; many of its hits are not listed in these tables
# Target sequence (Q03431 whole entry, looked up): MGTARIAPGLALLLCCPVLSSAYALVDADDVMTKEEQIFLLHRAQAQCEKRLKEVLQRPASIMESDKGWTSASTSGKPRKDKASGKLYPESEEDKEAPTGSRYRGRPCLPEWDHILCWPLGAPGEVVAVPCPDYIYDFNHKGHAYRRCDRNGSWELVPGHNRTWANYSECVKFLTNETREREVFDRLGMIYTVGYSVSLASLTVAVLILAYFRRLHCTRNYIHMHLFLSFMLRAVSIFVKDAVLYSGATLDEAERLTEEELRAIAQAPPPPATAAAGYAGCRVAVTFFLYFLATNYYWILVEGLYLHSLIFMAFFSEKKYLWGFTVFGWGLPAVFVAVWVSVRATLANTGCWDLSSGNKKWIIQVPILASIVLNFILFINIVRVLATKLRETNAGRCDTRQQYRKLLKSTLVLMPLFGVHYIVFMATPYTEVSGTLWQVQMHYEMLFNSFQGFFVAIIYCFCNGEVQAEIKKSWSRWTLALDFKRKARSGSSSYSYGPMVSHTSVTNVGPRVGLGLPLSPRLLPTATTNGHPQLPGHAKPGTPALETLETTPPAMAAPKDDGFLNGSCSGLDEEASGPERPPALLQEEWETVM
#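 HEK-293-derived GP2 cells expressing PTHR1 and a GloSensor cAMP reporter, 3,000/well, plated overnight, given luciferin plus IBMX (each 0.5 mM as added) for 1 h at 37 °C, then compound for 1 h at 37 °C. Luminescence was read after 15 min at room temperature.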
# DRD3 antagonist – qHTS of D3 Dopamine Receptor Antagonist: qHTS; D(3) dopamine receptor (Homo sapiens), P35462; D3R cells, DiscoveRx beta-arrestin luminescence, antagonist mode; active compounds read low; max response, negative = inhibition, %; hit rate 2.5% among 360,000; AID 652054, 2013; in the data active means max response below about -50%; inconclusive means no clear call, values can overlap the other calls; further: on the % scale 0 is the no-effect control and ±100 the full control effect; mostly tested at two doses, the higher about 12 µM
#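 Cells expressing the human receptor were seeded at 1500 cells/well, incubated overnight at 37 degrees C in 5% CO2, then exposed to library compounds with dopamine controls for 90 minutes at 37 degrees C before luminescent detection.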
# Akt phos inh – HTS Assay for Inhibitors of Akt Phophorylation: Primary Screen | activity change, % for hits at 50 µM | hit rate 0.32% among 360,000 | Neuro2A IGF-stimulated pAkt S473 HTRF, 20 min; active compounds read low; in the data active means activity change below about -80%; inconclusive means mostly about -51% to -80%; further: on the % scale 0 is the no-effect control and ±100 the full control effect
#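 Neuro2A cells (4,500/well, DMEM with 0.5% FBS) were treated with compound at a single 50 µM final concentration, stimulated with 6 nM IGF for 20 min at 37 °C, and lysed. Phospho-Akt Ser473 was read by HTRF as 665/615 ratio ×10^4.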
# Starred values were filed as active, the others as inactive; i = inactive; ? = inconclusive; · = no result given; & = joins results of further samples; [ ] = dose if it differs, or a comment. Unless noted, the call rests on the fitted dose curve; in most records, active means well fitted curve in the direction sought with a large enough effect; inconclusive means small, poorly fitted or top-dose-only effect, or another doubt; inactive means no such curve, though single readings can be large; an effect the other way counts as inactive or inconclusive. This is a subset, so the mix of outcomes need not match the whole.
SMILES,TDP-43 yeast inh,aSyn yeast inh,GLP1R inv ag,Abeta rescue,GLP-1R agonist,FUS yeast rescue,PTHR1 agonist,DRD3 antagonist,Akt phos inh
Cn1c(=O)c2cc(S(=O)(=O)NCCC(=O)NCCc3ccc(Cl)cc3)ccc2n(C)c1=O,-15%,0%,4%,6%,-2%,14%,i,?,i
c1ccc(-c2ccccc2OCCN2CCCC2)cc1,-9%,-2%,-1%,-23%,-2%,-5%,-14%,-63*,i
COc1ccc(N(C)C(=O)Cc2c(C(=O)O)n(C)c3ccccc23)cc1,-24%,14%,-8%,4%,-7%,-9%,-18%,0,i
CCOc1ccc(NS(=O)(=O)c2ccc(NC(=S)NC(=O)C(C)C)cc2)cc1,5%,?,?,22%,15%,19%,-2%,-21,i
CCN1CCN(C(=O)C(=O)c2cn(CC(=O)N(CC)CC)c3ccccc23)CC1,-26%,-3%,2%,-2%,-1%,12%,-3%,4,i
COC(=O)c1ccccc1N1C(=O)[C@@H]2C(c3ccc(Br)cc3)=NO[C@@H]2C1=O,17%,13%,0%,10%,-23%,13%,i,3,i
Cc1oc(-c2ccc(C(=O)NCCC(C)C)cc2)nc1CN1CCc2ccccc21,0%,6%,?,-5%,0%,15%,-27%,·,·
Cc1sc(NC(=O)CSc2nnnn2C)c(C#N)c1C,11%,6%,-1%,2%,-2%,-39%,i,-4,i
COc1ccc(C2Nc3ccccc3NC3=C2C(=O)CC(C)(C)C3)c(OC)c1OC (stereo not given),2%,-1%,10%,-17%,0%,11%,i,5,i
NC(=O)CN1C(=O)C(O)(CC(=O)/C=C\c2ccc3c(c2)OCO3)c2ccccc21 (stereo not given),22%,7%,-3%,-1%,1%,13%,-92%[inhibitor],4,i
Cc1ccc(NC2=CC(=O)C(=O)c3ccccc32)c(C)c1,?,-17%,0%,-26%,1%,-7%,-51%[inhibitor],-14,i
Cc1ccc2nc(-c3ccc(Cl)cc3)cc(C(=O)OCC(=O)c3ccccc3)c2c1,15%,·,-26%,2%,·,-2%,-7%,·,·
O=C(c1cnn(C(=O)c2ccco2)c1)c1cc(Cl)cc(Cl)c1O,?,10%,1%,1%,-4%,·,i,15,i
CC(NC(=O)CN(C)S(=O)(=O)c1cnc[nH]1)c1ccccc1 (stereo not given),0%,-1%,18%,-4%,-7%,-23%,-9%,1,i
CCn1c(=O)cc(OCC(=O)NCc2ccc(F)cc2Cl)c2ccccc21,-7%,·,-2%,-20%,·,26%,-34%,·,·
N#Cc1ccsc1NC(=O)C1CCN(S(=O)(=O)c2cccs2)CC1,5%,0%,-9%,-1%,9%,?,-27%,-13,i
CC1CCN(C(=O)CC(NC(=O)c2ccccc2Cl)c2ccccc2)CC1 (stereo not given),14%,-3%,?,15%,-10%,13%,0%,11,i
Oc1ccc(-c2nc(=S)[nH][nH]2)cc1,2%,-2%,9%,20%,0%,0%,?,16,i
COc1ccccc1S(=O)(=O)Nc1cc(C)nn1-c1ccc(C)cc1,8%,5%,?,-3%,5%,2%,-5%,17,i
Cc1onc(-c2c(Cl)cccc2Cl)c1C(=O)N[C@@H]1C(=O)N2[C@@H]1SC(C)(C)[C@@H]2C(=O)O,0%&3%,0%&1%,11%&15%,-13%&5%,24%&-1%&-6%,13%&23%,i,18&3,i
CCN1C(=O)[C@H]2[C@H]3CN=C(SCc4ccc(C(=O)OC)cc4)N3[C@@](CC)(C(=O)OC)[C@H]2C1=O,7%,2%,22%,0%,2%,-17%,-9%,-23,i
O=C(c1ccc(N2CCN(CCO)CC2)nc1)N1CCOCC1,3%,-14%,11%,-2%,-7%,-12%,-23%,2,i
Cc1ccc(C)c(N(C)S(=O)(=O)c2ccc3c(c2)oc(=O)n3C)c1,1%,7%,11%,2%,-5%,10%,-44%[inhibitor],-11,i
Cc1cccc(C)c1NC(=O)C1(C)CSCC(=O)N1CCc1ccccc1 (stereo not given),15%,1%,-12%,10%,·,-2%,-8%,17,i
C[C@H]1CN([C@@H](C)CO)C(=O)CCCn2nncc2CO[C@H]1CN(C)S(=O)(=O)c1cccs1,-3%,-3%,4%,13%,-3%,-12%,-21%,-30,i
COc1ccc(CN2CCN(C(=O)c3ccc(-c4ccccc4)cc3)CC2)c(OC)c1OC,-6%,4%,-17%,4%,-4%,-12%,-9%,9,i
CC1(C)CN(c2cccc(Br)c2)C1=O,-13%,-3%,-25%,10%,15%,-9%,i,5,i
Fc1ccc(-c2cn3cc(Cc4ccccc4)sc3n2)cc1,?,·,?,11%,·,-14%,-34%,·,·
Cc1ccnc(NC(c2cc(C)ccc2O)c2ccc3cccnc3c2O)c1 (stereo not given),?,·,?,?,·,15%,i,·,·
CCOC(=O)c1c(C)n(C)c2ccc(OCC(O)CNCCc3ccccc3)cc12 (stereo not given),-6%,-3%,11µM*,-15%,3%,-2%,i,-20,i
COc1cc2c(=O)c(S(=O)(=O)c3ccc(C(C)C)cc3)cn(Cc3ccccc3C)c2cc1OC,4%,·,-8%,-8%,2%,?,-14%,·,·
CCC(Cc1ccccc1)NC(=O)Cn1ncc2c3ccccc3n(Cc3ccccc3)c2c1=O (stereo not given),18%,·,-10%,0%,·,-6%,-22%,·,·
CC(OC(=O)Cc1ccc(Br)cc1)C(=O)NC1CCCC1 (stereo not given),?,0%,-27%,-9%,0%,·,-39%,4,i
O=C(NCC(c1ccco1)N1CCCC1)c1ccc(S(=O)(=O)Nc2ccccc2F)cc1 (stereo not given),18%,5%,-9%,-13%,-3%,10%,-40%[inhibitor],6,i
O=C(CCn1c(=S)[nH]c2ccccc2c1=O)Nc1ccc(F)cc1,2%,13%,3%,4%,1%,-22%,-15%,-15,i
CCCn1c2ccccc2c2cnn(CC(=O)Nc3cccc(C(=O)OCC)c3)c(=O)c21,3%,·,9%,-13%,·,-4%,i,·,·
Cc1csc(NC(=O)CCCSc2nc3ccccc3s2)n1,?,8%,-2%,14%,5%,26%,i,24,i
CCCNS(=O)(=O)c1ccc(CCC(=O)N2CCN(c3ccc(F)cc3)CC2)cc1,0%,7%,-16%,-8%,-1%,·,-54%[inhibitor],7,i
CC(=O)c1ccc(NC(=O)Nc2ccccc2)cc1,-1%,-9%,0%,-7%,-4%,32%,i,4,i
COC(=O)Cc1ccc(NC(=S)NCCCN2CCOCC2)cc1,-17%,-3%,13%,-13%,1%,14%,0%,-13,i
CCOCCCNC(=O)NC(=O)CN1CCN(S(=O)(=O)c2ccc3c(c2)OCCO3)CC1,10%,1%,21%,·,-2%,19%,i,24,i
CCOC(=O)c1cccc(NC(=O)CCc2ccccc2)c1,2%,-9%,?,-13%,-4%,?,-23%,0,i
O=C(COC(=O)/C=C/c1cn(-c2ccccc2)nc1-c1ccc2c(c1)OCCO2)NC1CCS(=O)(=O)C1 (stereo not given),-1%,3%,-3%,11%,-5%,14%,i,33,i
Nc1ncc(-c2ccc(F)cc2)nc1N1CCN(CCO)CC1,24%,3%,24%,-12%,7%,-9%,-3%,-21,i
CCn1c(SCc2cccc(C(=O)O)c2)nnc1-c1ccccc1,-5%,3%,0%,-7%,-17%,9%,i,?,i
CCCCN1CC(=O)N2[C@H]3c4ccc(OC)cc4OC[C@@H]3[C@H](C(=O)OCC)[C@]2(C)C1=O,17%,0%,2%,0%,-5%,2%,-14%,16,i
C#CCn1c(=O)c2c(ncn2C)n(C)c1=O,10%,-4%&2%,-2%,-6%,8%,-29%,-22%,-15,i
Cc1cc(C)c(S(=O)(=O)Nc2ccc3c4c(cccc24)CC3)c(C)c1,-1%,6%,4.5µM*,-9%,5%,·,-36%,?,i
CCOc1ccc(NC(=O)CCN2CCN(S(=O)(=O)c3ccc(F)cc3)CC2)cc1,-5%,21%,-12%,-1%,-1%,10%,-6%,-4,i
O=C(CN1CCCC1)Nc1ccc(OC(F)(F)F)cc1,-15%,1%,-5%,-8%,0%,-14%,i,-7,i
O=C(Cn1cc(F)c(=O)[nH]c1=O)c1ccco1,9%,0%,13%,9%,-2%,-11%,i,-7,i
CC1CN(S(=O)(=O)c2ccc(C(=O)Nc3ccccc3F)cc2)CC(C)O1 (stereo not given),0%,3%,-11%,13%,5%,-2%,-54%[inhibitor],-12,i
Cc1cc2c(cc1S(=O)(=O)CCC(=O)N1CCCC(C)C1)OCC(=O)N2 (stereo not given),16%,-3%,14%,-4%,1%,-22%,-19%,·,·
COc1ccc(-c2cc3nc(C)c(CCC(=O)NC4CCCCC4)c(C)n3n2)c(OC)c1,23%,·,9%,-5%,-2%,-16%,-10%,·,·
CC(C)OCC(O)Cn1c(N2CCCC2)nc2c1c(=O)[nH]c(=O)n2C (stereo not given),-15%,1%,1%,11%,8%,-22%,i,-15,i
CCOC(=O)C1CCCN(Cc2ccccc2C)C1 (stereo not given),-32%,-4%,0%,-15%,-7%,-3%,-10%[57.5 µM],-64*,·
